# HCMV antiviral: inhibitors of human cytomegalovirus | HFF cells, HCMV-luciferase reporter, 72 h; hits give low values | activity change, negative = inhibition, % at 57.5 µM | hit rate 4.5% among 410,000 | AID 1259415; in the data active = activity change below about -60%; inconclusive = no clear call, values can overlap the other calls; inactive = above about -39%
#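 Inhibition of viral replication was scored as loss of reporter luminescence in HFFs infected with HCMV-luciferase (MOI 1 PFU/cell) for 72 h; compounds tested at 2 doses, normalized to buffer and Salinomycin controls.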
# TbPYK inhibitor: inhibitors of Trypanosoma brucei pyruvate kinase | Q57TT1 | TbPYK enzyme, Kinase-Glo Plus ATP luminescence, 45 min | Potency, µM (doses to about 76.8 µM), without a hit: at the highest dose activity, negative = inhibition, most hits filed as inhibitors | hit rate 0.12% among 410,000 | AID 624173; also: potency is read from the fitted curve at half-maximal effect; nearly all actives have a fitted effect of over 50% in size
#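 Readout: single end-point luminescence (Kinase-Glo Plus, 10 min). Reaction conditions were TbPYK/substrate plus 130 uM ADP, 45 min at RT, pH 7.2 TEA buffer. No-enzyme wells served as controls, and data were normalized before concentration-response fitting.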
# AMA1-RON2 inh: inhibitors of Plasmodium falciparum AMA1-RON2 interaction; AlphaScreen AMA1-biotinylated RON2 peptide binding; Potency, µM (titrated, usually from 58.2 µM), for the others: at the top dose activity change, negative = inhibition, most hits filed as inhibitors; hit rate 0.2% among 360,000; AID 720542;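 also: potency is read from the fitted curve at half-maximal effect; 0% = vehicle wells and -100% = peptide control; nearly all actives have a fitted effect of over 45% in size; some results filed as inactive show a strong effect at the top dose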
#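 AMA1 (3D7) with his tag at 25 nM final met compounds first, then biotinylated RON2 peptide at 25 nM; detection used donor plus acceptor beads, 10 µg/mL apiece, read by AlphaScreen after 30 min at room temperature.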
# An asterisk follows results filed as active; u = inconclusive; x = no result given; [ ] = remark or other dose. Unless noted, calls follow the shape of the dose curve; as a rule, active = well fitted curve in the direction sought with a large enough effect; inconclusive = small, poorly fitted or top-dose-only effect, or another doubt; inactive = no such curve, though single readings can be large; an effect the other way counts as inactive or inconclusive. Unless noted, % is scaled to controls: 0 for no effect and ±100 for the full control effect. The list is partial; rates above refer to the full screens.
SMILES,HCMV antiviral,TbPYK inhibitor,AMA1-RON2 inh
Oc1cccc2cc(-c3ccncc3)cnc12,-101*,1%,x
CCCC(=O)OC[C@@H](OC(=O)CCC)[C@@H](OC(=O)CCC)[C@H](Cn1c2nc(=O)[nH]c(=O)c-2nc2cc(C)c(C)cc21)OC(=O)CCC,17,1%,x
CCN(CC)CCCN(c1ccccc1)C1Cc2ccccc2C1,-12,-4%,x
NC(=O)c1ncn([C@@H]2O[C@H](CO)[C@@H](O)[C@H]2O)c1N,-10,-1%,x
COc1c(O)cccc1[C@H](O)C1CCN(CCc2ccc(F)cc2)CC1,19,1%,x
COc1cc2c3c([nH]c2cc1F)C(=O)NCC3,-20,-7%,x
Oc1ccc(C2=CCNCC2)cc1O,-30,-9%,x
Cc1ncsc1CCCl,-27,-11%,x
O=C(O)c1ccc(-c2nn3c(=O)cc(N4CCNCC4)nc3s2)cc1,20,-3%,x
CNCc1ccccc1,-21,0%,x
CCCCc1oc2ccc(NS(C)(=O)=O)cc2c1C(=O)c1ccc(OCCCN(CCCC)CCCC)cc1,-82*,-8%,x
CC(C)=CC1C(C(=O)OCc2coc(Cc3ccccc3)c2)C1(C)C (stereo not drawn),-7,6%,x
Cc1cc(N2CCOCC2)nc2ccc(NC(=O)C3CCCCC3)cc12,5,0%,x
CN1C(=O)CN2CCc3ccccc3C2c2cc(Cl)ccc21 (stereo not drawn),90,-14%,x
CN(C)C=Nc1c(I)cc(I)c(CCC(=O)O)c1I,-7,6%,x

# Reformatted as labelled records: three of the compounds above.
> O=C(O)c1ccc(-c2nn3c(=O)cc(N4CCNCC4)nc3s2)cc1
  HCMV antiviral: 20
  TbPYK inhibitor: -3%
  AMA1-RON2 inh: x
> COc1c(O)cccc1[C@H](O)C1CCN(CCc2ccc(F)cc2)CC1
  HCMV antiviral: 19
  TbPYK inhibitor: 1%
  AMA1-RON2 inh: x
> Cc1ncsc1CCCl
  HCMV antiviral: -27
  TbPYK inhibitor: -11%
  AMA1-RON2 inh: x

# Further structures follow:
SMILES,HCMV antiviral,TbPYK inhibitor,AMA1-RON2 inh
CC(C)C[C@H](NC(=O)[C@@H](O)[C@H](N)Cc1ccccc1)C(=O)O,u,2%,x
CC(OC(=O)c1ccc(S(C)(=O)=O)c([N+](=O)[O-])c1)C(=O)NC1C2CC3CC(C2)CC1C3 (stereo not drawn),-97*,7%,x
O=C(NCc1ccccc1)C(c1ccc(F)cc1)N1CCN(C(=O)C2CCCO2)CC1 (stereo not drawn),31,x,0%
COc1cccc(S(=O)(=O)Nc2ccc3c(c2)C(=O)N(C)C[C@H](OC)[C@H](C)CN(Cc2ccccc2F)[C@@H](C)CO3)c1,-9,x,-8%
COCCN1C(=O)CSCC1(C)C(=O)NCc1ccccc1 (stereo not drawn),28,x,-4%
CSCCC(c1nc2ccccc2[nH]1)n1c(=O)c(-c2ccco2)nc2ccccc21 (stereo not drawn),16,x,-17%
O=c1c(-c2ccco2)nc2ccccc2n1C(CCc1ccccc1)c1nc2ccccc2[nH]1 (stereo not drawn),-7,x,4%
Cc1ccc(N2CCN(C(C(=O)Nc3c(C)cccc3C)c3cccc(F)c3)CC2)cc1 (stereo not drawn),-27,x,-3%
Cc1ccc(N2CCN(C(CCc3ccccc3)C(=O)Nc3c(C)cccc3C)CC2)cc1 (stereo not drawn),123,x,-20%
CC(C)c1cc(Cn2c3ccccc3c(=O)n2C(C)Cn2cc(-c3ccccc3)nn2)on1 (stereo not drawn),-5,x,4%
CC(C)(C)NC(=O)C(c1cc2ccccc2o1)n1c(=O)c(-c2ccccc2)nc2ccccc21 (stereo not drawn),-4,x,-2%
COC(=O)C1C(=O)N(S(=O)(=O)c2ccc([N+](=O)[O-])cc2)c2ccccc21 (stereo not drawn),27,x,-5%
CCCCCCCCN1C(=O)[C@H](CC(=O)NCC23CC4CC(CC(C4)C2)C3)C[C@@]2(C(=O)OC)CC(C)(C)CC=C12,4,x,-4%
Cc1cccc(C)c1NC(=O)C(C1CC1)n1c(-c2ccc(C(F)(F)F)cc2)nc2ccccc21 (stereo not drawn),-30,x,4%
O=C(Nc1ccc(F)cc1)C(c1ccncc1)N1CCN(CC(=O)N2CCCC2)CC1 (stereo not drawn),4,x,35%
CCC(C(=O)NCc1ccccc1)n1c(CSCCOc2ccccc2)nc2ccccc21 (stereo not drawn),u,x,-6%
COC(=O)[C@@]12C[C@@H](CC(=O)NCc3cccs3)C(=O)N(CCc3ccc(OC)c(OC)c3)C1=CCC(C)(C)C2,u,x,-21%
CC(C(=O)NC1CCCC1)n1c(-c2ccncc2)nc2ccccc21 (stereo not drawn),17,x,1%
Cc1cccc(C)c1NC(=O)C1(C)CN(S(C)(=O)=O)CC(=O)N1Cc1ccco1 (stereo not drawn),20,x,-3%
O=C(N[C@H]1CC[C@H](CC(=O)N2CCCCC2)O[C@@H]1CO)c1cccc(F)c1,2,x,-4%
CC(C)C(C(=O)NCc1ccccc1)N1CCN(C(=O)C2CCCO2)CC1 (stereo not drawn),7,x,0%
COc1ccccc1C(C(=O)c1ccccc1)c1ccc(O)cc1 (stereo not drawn),u,x,-7%
O=C(C(=O)N1CCC(Cc2ccccc2)CC1)c1cccs1,18,x,7%
CCCCOCCCNC(=O)C[C@@H]1C[C@@]2(C(=O)OC)CC(C)(C)CC=C2N(Cc2ccccc2)C1=O,-3,x,-12%
CCC(CC)C(C(=O)NC1CCCC1)N1CCN(c2cc(C)nc3ccccc23)CC1 (stereo not drawn),u,x,-7%
O=C(NCc1ccccc1)C(C1CC1)n1c(=O)c(-c2ccco2)nc2ccccc21 (stereo not drawn),58,x,5%
CC1(C(=O)Nc2ccc3c(c2)OCCO3)CN(S(C)(=O)=O)CC(=O)N1C1CCCCCC1 (stereo not drawn),21,x,3%
CCC(c1nc2ccccc2[nH]1)n1c(=O)c(-c2cccnc2)nc2ccccc21 (stereo not drawn),-17,x,-10%
O=[N+]([O-])c1nccn1C1C=CC(O)C(CO)O1 (stereo not drawn),27,x,2%
COCCNC(=O)C1C(=O)Nc2ccccc2C(=O)N1C1CCCC1 (stereo not drawn),15,x,-6%
Cc1ccccc1CN1C(=O)CN(S(C)(=O)=O)CC1(C)C(=O)Nc1ccc2c(c1)OCCO2 (stereo not drawn),-11,x,-9%
O=C1N(c2ccccc2)c2ccccc2[C@]12C[C@H](O)CO2,1,x,-12%
Cc1cc2c(cc1C)-n1nnnc1C(N(C)CCc1ccccc1)C(=O)N2 (stereo not drawn),-4,x,0%
COC(=O)C[C@H]1C=C[C@H](NC(=O)Cc2ccccc2)[C@@H](CO)O1,-12,x,4%
Cc1nc2ccccc2n1C(C)c1nc2ccccc2n1CC(=O)c1ccsc1 (stereo not drawn),24,x,-5%
Cc1cc(N2CCN(C(C(=O)NC3CCCC3)c3ccc(F)cc3)CC2)c2ccccc2n1 (stereo not drawn),-24,x,-9%
CCCCCCCCN1C(=O)[C@H](CC(=O)NCCc2ccccc2OC)C[C@@]2(C(=O)OC)CC(C)(C)CC=C12,105,x,-11%
O=C1Nc2ccccc2-n2nnnc2C1N1CCCN(Cc2ccc(F)cc2)CC1 (stereo not drawn),-12,x,17%
CC(C)NC(=O)C1C(c2ccc(C(F)(F)F)cc2)=Nc2ccccc2N1C(=O)c1cccc(C(F)(F)F)c1 (stereo not drawn),18,x,3%
CC(C)NC(=O)C1(C)CSCC(=O)N1Cc1ccco1 (stereo not drawn),-6,x,24%
CO[C@H]1CN(C)C(=O)c2ccc(NC(=O)c3ccc4c(c3)OCO4)cc2OC[C@H](C)N(CC2CC2)C[C@@H]1C,-7,x,2%
CSCCC(c1nc2ccccc2[nH]1)n1c(=O)c(-c2cccnc2)nc2ccccc21 (stereo not drawn),-17,x,9%
O=C(N[C@@H]1CC[C@@H](CCn2cc(-c3ccccc3)nn2)O[C@@H]1CO)c1cnccn1,-70*,x,3%
COc1ccc(C(C(=O)NC(C)(C)C)n2c(=O)c(-c3ccco3)nc3ccccc32)cc1 (stereo not drawn),49,x,1%
CCCc1nc2ccccc2n1C(CCSC)C(=O)NC(C)(C)C (stereo not drawn),-9,x,5%

# 2 records drawn at random from those above:
SMILES,HCMV antiviral,TbPYK inhibitor,AMA1-RON2 inh
CCCCc1oc2ccc(NS(C)(=O)=O)cc2c1C(=O)c1ccc(OCCCN(CCCC)CCCC)cc1,-82*,-8%,x
CO[C@H]1CN(C)C(=O)c2ccc(NC(=O)c3ccc4c(c3)OCO4)cc2OC[C@H](C)N(CC2CC2)C[C@@H]1C,-7,x,2%

# Following part
SMILES,HCMV antiviral,TbPYK inhibitor,AMA1-RON2 inh
CCC(c1nc2ccccc2[nH]1)n1c(=O)c(-c2cccs2)nc2ccccc21 (stereo not drawn),-3,x,15%
O=C(C[C@@H]1CC[C@@H](NC(=O)Nc2cccc(F)c2)[C@@H](CO)O1)NCC1CCCCC1,2,x,6%
CCOC(=O)CC1(CCc2ccccc2)Oc2ccccc2N1S(=O)(=O)c1ccc(C)cc1 (stereo not drawn),u,x,6%
CC(C)(C)C(c1nc2ccccc2[nH]1)n1c(-c2cccc(S(C)(=O)=O)c2)nc2ccccc21 (stereo not drawn),94,x,-1%
COC(=O)C1(C(=O)OC)C[C@H](c2ccc(OC)cc2)N(Cc2ccccc2OC)[C@@H]1c1ccc(OC)cc1,37,x,9%
CSCc1cc(C(=O)NCCN2CCOCC2)c(N)s1,-32,x,62%[activator]
CC(C)C(C(=O)NCc1ccccc1)N1CCN(c2ccccc2F)CC1 (stereo not drawn),-6,x,-7%
COC(=O)[C@@]12C[C@@H](CC(=O)NCc3cccc4ccccc34)C(=O)N(Cc3cccc4ccccc34)C1=CCC(C)(C)C2,-11,x,-12%
COC(=O)C[C@@H]1CC[C@H](NS(=O)(=O)c2ccccc2F)[C@@H](CO)O1,6,x,1%
O=C(NCc1ccccc1)C1C(c2ccc3c(c2)OCO3)=Nc2ccccc2N1C(=O)c1ccccc1 (stereo not drawn),-21,x,-1%
Nc1nc2ncccn2c1-c1ccccc1,4,x,79%[activator]
COC(=O)[C@]12CCCCC=C1N(CCc1ccc(OC)c(OC)c1)C(=O)[C@H](CC(=O)N1CCN(C(=O)c3ccco3)CC1)C2,-9,x,176%[activator]
CCCCCNC(=O)C(c1ccc(OC)cc1)n1c(=O)c(-c2ccccc2)nc2ccccc21 (stereo not drawn),-15,x,5%
O=C1Nc2ccccc2C(=O)N(Cc2ccccc2)C1C(=O)NC1CC1 (stereo not drawn),-26,x,3%
Cc1cccc(C)c1NC(=O)C(c1ccncc1)n1c(=O)c(-c2ccccc2)nc2ccccc21 (stereo not drawn),2,x,3%
O=C(C[C@H]1CC[C@@H](NC(=O)C2CC2)[C@@H](CO)O1)NCc1ccccc1Cl,15,x,-12%
COC(=O)C[C@@H]1C=C[C@H](NC(=O)Cc2ccccn2)[C@@H](CO)O1,-8,x,7%
N#Cc1cccc(C2CC(OCCF)=CC(=O)O2)c1 (stereo not drawn),17,x,5%
COc1ccc(C(=O)C[C@@H]2OC3CCCCC3N2S(=O)(=O)c2ccc(C)cc2)cc1OC (stereo partly drawn),-17,x,-10%
CO[C@@H]1CN(C)C(=O)c2ccc(NS(=O)(=O)c3c(C)noc3C)cc2OC[C@@H](C)NC[C@@H]1C,-15,x,-5%
COc1ccc(CN2C(=O)CN(S(C)(=O)=O)CC2(C)C(=O)Nc2c(C)cccc2C)cc1 (stereo not drawn),-16,x,1%
CCOC1=C2CN(S(=O)(=O)c3ccc(C)cc3)C(c3cccc(Cl)c3)CC2NC(c2ccccc2)C1 (stereo not drawn),35,x,-8%
COC(=O)C[C@H]1C=C[C@@H](NC(=O)Cc2cccnc2)[C@@H](CO)O1,6,x,8%
COc1ncccc1C(=O)Nc1c(-c2ccccc2)[nH][nH]c1=O,-9,x,-4%
CCC(C(=O)Nc1c(C)cccc1C)n1c(-c2cc(C)cs2)nc2ccccc21 (stereo not drawn),5,x,4%
O=C(N[C@H]1CC[C@@H](CCNS(=O)(=O)c2ccccc2Cl)O[C@@H]1CO)c1ccccc1,-23,x,-2%
CCOC(=O)[C@]12CCCC=C1N(CCC1=CCCCC1)C(=O)[C@H](CC(=O)N1CCSCC1)C2,37,x,-4%
O=C(C[C@@H]1C=C[C@@H](NC(=O)Nc2cccc(F)c2)[C@@H](CO)O1)NCC1CCCCC1,-31,x,1%
COc1ccc(CCC(=O)N2c3ccccc3N=C(c3ccc(C(F)(F)F)cc3)C2C(=O)NC(C)(C)C)cc1 (stereo not drawn),-19,x,28%
Nc1c(-c2ccccc2)nc2ncccn12,94,x,20%
O=C(NC1CCCCC1)C(c1ccc(C(F)(F)F)cc1)n1c(=O)c(-c2ccccc2)nc2ccccc21 (stereo not drawn),-25,x,-3%
COC(=O)C1=CN(c2ccc(N3CCOCC3)cc2)C(N)=C(C#N)C1c1cccc(OC)c1OC (stereo not drawn),1,x,3%
CCCCCNC(=O)C1C(=O)Nc2ccccc2C(=O)N1c1ccc(OC)cc1 (stereo not drawn),1,x,3%
